Screening data deposited in PubChem BioAssay by National Center for Advancing Translational Sciences (NCATS).
Vif-A3F inh = blocks the Vif interaction with APOBEC3F; HeLa A3F-eYFP + Vif (tagged APOBEC3F with the HIV-1 protein that degrades it), YFP fluorescence increase; Potency, µM (top dose mostly 46.1 µM), for inactives: at the highest dose activity, negative = active; 390,000 tested, 0.2% active; further: % of control where 0% means no effect; nearly all actives have a fitted effect of over 65% in size
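Fluorescence increase (Ex 488/Em 500-530) after overnight compound treatment at 37 deg C flags inhibition of Vif-driven A3F-eYFP loss in stable HeLa A3F-eYFP/Vif cells seeded overnight beforehand.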
TrxR1 substrate = substrates of rat thioredoxin reductase 1; O89049; purified TrxR1 substrate turnover, NADPH consumption readout; Potency, µM (doses to about 114 µM), without a hit: at the top dose activity change, negative = substrate turnover; 390,000 tested, 0.01% active; AID 588456; further: on the % scale 0 is the no-effect control and ±100 the full control effect; nearly all actives have a fitted effect of over 50% in size
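Rat TrxR1, dispensed at 90 nM, was prereduced with 400 uM NADPH (final) for 5 min at ~22 deg C, then incubated with compound 15 min before 400 uM selenite. A first-read NADPH fluorescence drop versus no-compound background flagged substrates.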
mIDH1 inhibitor = human IDH1 R132H inhibition. 390,000 tested, 0.093% active. Potency, µM (doses to about 76.6 µM), for the others: at the top dose activity change, negative = inhibition, most hits filed as inhibitors. IDH1-R132H enzyme, NADPH consumption, diaphorase/resazurin fluorescence. O75874; further: on the % scale 0 is the no-effect control and ±100 the full control effect; nearly all actives have a fitted effect of over 65% in size
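IDH1-R132H (0.5 ug/mL dispensed) in pH 7.5 Tris buffer was preincubated 30 min with compound, then given a substrate mix of 0.016 mM NADPH and 2 mM alpha-KG for 80 min at room temperature; remaining NADPH was read by diaphorase/resazurin fluorescence.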
RXFP1 ag = RXFP1 (human) receptor agonism. HEK293T-RXFP1 cAMP TR-FRET, 30 min; response scale: percent of porcine relaxin response, buffer zero. 370,000 tested, 0.3% active. Potency, µM (top dose mostly 57.5 µM), inactives show top-dose activation, actives largely listed as activators. AID 2676. Q9HBX9; further: on the % scale 0 is the no-effect control and ±100 the full control effect; nearly all actives have a fitted effect of over 60% in size; many of its hits are not listed in these tables
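HEK293 cells stably expressing RXFP1, treated 30 min at 37C with compounds plus PDE4 inhibitor Ro 20174; cAMP measured by HTRF TR-FRET. Normalized to buffer and 29 nM porcine relaxin; EC50 by Hill fit.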
RGS4 inhibitor = human RGS4 inhibition; 390,000 tested, 0.039% active; Transcreener GDP fluorescence polarization, RGS4-accelerated GTP hydrolysis; Potency, µM (top dose mostly 114 µM), inactives show at the highest dose activity change, negative = inhibition, most hits filed as inhibitors; further: on the % scale 0 is the no-effect control and ±100 the full control effect; nearly all actives have a fitted effect of over 75% in size; some results filed as inactive show a strong effect at the top dose
Target sequence (P49798 whole entry, looked up): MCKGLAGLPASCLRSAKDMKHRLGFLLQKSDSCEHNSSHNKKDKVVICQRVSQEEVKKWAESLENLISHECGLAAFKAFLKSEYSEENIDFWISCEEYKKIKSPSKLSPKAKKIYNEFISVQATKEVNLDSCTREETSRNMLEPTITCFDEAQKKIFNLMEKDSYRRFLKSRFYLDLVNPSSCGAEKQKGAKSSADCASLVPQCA
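MLSMR compounds (23 nl, pin-transferred) preincubated 10 min at room temperature with a 500nM (2x) first reagent, then RGS4 at 900nM (2x) plus Transcreener GDP mix added; fluorescence polarization (620/688 nm) read before and after 90 min at 30 °C.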
Vif-APOBEC3G blk = inhibitors of Vif-APOBEC3G interaction. 410,000 tested, 0.076% active. Potency, µM (series often up to 46.1 µM), for inactives: top-dose activity, negative = active, actives largely listed as inhibitors. AID 602310. Q9HC16. HeLa A3G-eYFP + Vif (tagged APOBEC3G with the HIV-1 protein that degrades it), YFP fluorescence, overnight;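 further: on the % scale 0 is the no-effect control and ±100 the full control effect; nearly all actives have a fitted effect of over 60% in size; hits raise eYFP signal because A3G escapes Vif-driven loss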
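Read-out is eYFP fluorescence (Ex 488/Em 500-530) from Vif-expressing HeLa A3G-eYFP cells; more signal means A3G escaped Vif-mediated degradation. Cells plated overnight, compound pinned in, incubated overnight at 37 deg C.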
USP1-UAF1 inh = blocks the human USP1/UAF1 deubiquitinase complex. recombinant USP1/UAF1, Ub-Rhodamine cleavage fluorescence. Potency, µM (doses to about 57.1 µM), without a hit: at the top dose activity change, negative = inhibition, usual class: inhibitors. 390,000 tested, 0.23% active. AID 743255; further: on the % scale 0 is the no-effect control and ±100 the full control effect; nearly all actives have a fitted effect of over 60% in size; inactives centre near -12
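1 nM enzyme complex + cpd, 15 min RT; start with Ub-Rho 150nM final; kinetic fluorescence ex 480/em 540, 6 reads q60 s. Buffer 50mM HEPES pH 7.8, 0.5mM EDTA, 0.1 mg/ml BSA, 1mM TCEP, 0.01% Tween-20.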
ALOX12 inh = inhibitors of human 12S-lipoxygenase ALOX12; P18054; AID 1671190; 580,000 tested, 1.1% active; Potency, µM (titrated, usually from 108 µM), for inactives: top-dose activity change, negative = inhibition, actives largely listed as inhibitors; purified 12hLO, xylenol orange hydroperoxide absorbance; further: on the % scale 0 is the no-effect control and ±100 the full control effect
Target sequence (P18054 whole entry, looked up): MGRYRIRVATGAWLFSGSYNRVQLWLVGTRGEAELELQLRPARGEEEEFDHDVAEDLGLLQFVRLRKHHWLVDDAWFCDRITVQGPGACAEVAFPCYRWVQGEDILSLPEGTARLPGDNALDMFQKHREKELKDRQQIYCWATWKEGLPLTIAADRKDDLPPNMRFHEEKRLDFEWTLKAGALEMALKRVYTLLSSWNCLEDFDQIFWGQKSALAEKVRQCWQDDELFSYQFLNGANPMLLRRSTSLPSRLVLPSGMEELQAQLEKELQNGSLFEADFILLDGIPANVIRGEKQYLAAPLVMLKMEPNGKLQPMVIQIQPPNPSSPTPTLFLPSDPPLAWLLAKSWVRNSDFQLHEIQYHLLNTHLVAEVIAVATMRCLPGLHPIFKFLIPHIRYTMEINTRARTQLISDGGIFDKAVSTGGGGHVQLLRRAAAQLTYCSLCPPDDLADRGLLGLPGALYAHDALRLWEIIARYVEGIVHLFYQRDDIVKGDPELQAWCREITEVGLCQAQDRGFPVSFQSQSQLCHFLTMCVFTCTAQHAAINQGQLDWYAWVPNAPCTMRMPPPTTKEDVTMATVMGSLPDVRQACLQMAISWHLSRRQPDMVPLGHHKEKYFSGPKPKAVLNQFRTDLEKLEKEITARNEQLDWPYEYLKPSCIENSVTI
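Purified human 12hLO at 150 nM in 25 mM Hepes, 0.01% Triton X-100, pH 7.0, preincubated 15 min at room temperature with compound. Reaction started with 40 uM arachidonic acid, 30 min at room temperature. Hydroperoxide measured by Fe-xylenol orange, 573/405 nm absorbance ratio.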
TrxR1 inh = inhibitors of rat thioredoxin reductase 1. Potency, µM (highest dose often 114 µM), without a hit: at the top dose activity change, negative = inhibition, usual class: inhibitors. 390,000 tested, 1% active. O89049. recombinant rTrxR1, NADPH fluorescence consumption, selenite substrate. AID 588453; further: on the % scale 0 is the no-effect control and ±100 the full control effect; nearly all actives have a fitted effect of over 65% in size
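Rat TrxR1 (90 nM in the dispensed reagent) was pre-reduced with 400 uM NADPH for 5 min at room temperature, then incubated with compound for 15 min. After 400 uM selenite was added, NADPH fluorescence (Ex 340/Em 450 nm) was followed for 8 min.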
* = called active by the depositor; ? = inconclusive; . = no result given; & = joins results of further samples; ! = not active in a repeat; [ ] = dose if it differs, or a comment. The call rests on the fitted dose curve; in most records, active means well fitted curve in the direction sought with a large enough effect; inconclusive means small, poorly fitted or top-dose-only effect, or another doubt; inactive means no such curve, though single readings can be large; an effect the other way counts as inactive or inconclusive. Potency means the concentration at half of the fitted maximal effect. Only part of the results is shown; rates above refer to the full screens.

#	structure	Vif-A3F inh	mIDH1 inhibitor	TrxR1 substrate	TrxR1 inh	USP1-UAF1 inh	ALOX12 inh	Vif-APOBEC3G blk	RGS4 inhibitor	RXFP1 ag
1	Cc1ccc(NC(=O)C2C3CCCCC32)cc1[N+](=O)[O-] (stereo not drawn)	1%	1%	-6%	14%	-14%	3%	3%	12%	0.6%
2	COc1ccc(Oc2c(Cl)cnn(-c3ccccc3)c2=O)cc1	0%	7%	6%[57.1 µM]	5%[57.1 µM]	-22%	0%	-12%	-35%	2.5%
3	CSc1ccc(CNC(=O)C2CCC(=O)N(CCc3cccc(F)c3)C2)cc1 (stereo not drawn)	6%	-2%	-13%	-27%	-23%	-16%	3%	5%	1.2%
4	COC(=O)[C@H](Cc1c[nH]c2ccccc12)NC(=O)NCc1ccc(OC)c(OC)c1	5%	9%	-2%	12%	-2%	26%	1%	36%	-2.2%
5	Oc1ccc(NCc2ccccc2OCc2ccccc2)cc1	3%&-12%	17%&10%	0%&4%	?	?	11µM*!	?	?	3.6%&1.4%
6	COc1ccccc1-n1c(C)cc(SC)c(C(C)=O)c1=S	-3%	-4%	3%[57.1 µM]	11%[57.1 µM]	-6%	-23%	1%	9%	0.4%
7	COc1ccc2nc(N3C(=O)/C(=C/c4ccccc4)NC3=S)sc2c1	13µM*	5%	-6%	-14%	-1%	-20%	5µM*	-12%	-0.4%
8	COc1ccc(-c2cc3ccccc3cn2)cc1	8%	31%	13%[57.1 µM]	5%[57.1 µM]	-9%	-10%	-4%	-5%	0.8%
9	CCOC(=O)C1=CC[C@H]2c3c(c4ccc(OC)cc4n3C)C(=O)C1N2S(=O)(=O)c1ccc(C)cc1	-11%	4%	1%	11%	13%	-9%	?	12%	5.0%
10	Cc1ccnc(NS(=O)(=O)c2ccc(NC(=O)c3ccc(S(=O)(=O)N4CCCC4)cc3)cc2)n1	3%	-10%	-14%	-22%	0%	0%	-1%	-2%	9.6%
11	COc1ccc(NC(=O)Nc2cccc(C)n2)cc1	0%	4%	4%	3%	-18%	3%	-2%	-11%	0.7%
12	CCCCN1C(=O)c2ccc(C(=O)N(C)CC(=O)Nc3ccc(OCC)c(OCC)c3)cc2C1=O	8%	3%	4%	10%	-19%	-13%	0%	-9%	.
13	O=C1NC(=Nc2ccc(O)cc2)S/C1=C/c1ccco1	-1%	-4%	?	-13%	-14%	?	11µM*	3%	-0.6%
14	COc1ccc(CC(=O)Oc2ccc(C)cc2Br)cc1OC	-4%	0%	-7%	6%	-12%	375%[activator]	3%	15%	3.6%
15	Cc1ccc(C2CC(c3ccc(F)cc3)Nc3nc(N)nn32)cc1 (stereo not drawn)	0%	-8%	8%[57.1 µM]	10%[57.1 µM]	-15%	6%[57.4 µM]	-5%	-20%	2.6%
16	CN(C)C(CNc1ncnc2ccccc12)c1c(F)cccc1Cl (stereo not drawn)	-7%	4%	1%	11%	2%	-8%	-1%	-2%	0.3%

Entries above with fluorine, in the order listed:
#	structure	Vif-A3F inh	mIDH1 inhibitor	TrxR1 substrate	TrxR1 inh	USP1-UAF1 inh	ALOX12 inh	Vif-APOBEC3G blk	RGS4 inhibitor	RXFP1 ag
3	CSc1ccc(CNC(=O)C2CCC(=O)N(CCc3cccc(F)c3)C2)cc1 (stereo not drawn)	6%	-2%	-13%	-27%	-23%	-16%	3%	5%	1.2%
15	Cc1ccc(C2CC(c3ccc(F)cc3)Nc3nc(N)nn32)cc1 (stereo not drawn)	0%	-8%	8%[57.1 µM]	10%[57.1 µM]	-15%	6%[57.4 µM]	-5%	-20%	2.6%
16	CN(C)C(CNc1ncnc2ccccc12)c1c(F)cccc1Cl (stereo not drawn)	-7%	4%	1%	11%	2%	-8%	-1%	-2%	0.3%

Carrying on:
#	structure	Vif-A3F inh	mIDH1 inhibitor	TrxR1 substrate	TrxR1 inh	USP1-UAF1 inh	ALOX12 inh	Vif-APOBEC3G blk	RGS4 inhibitor	RXFP1 ag
17	COC(=O)c1c(NC(=O)Cc2cccs2)sc2c1CCCC2	2%	-4%	0%	-15%	-7%	0%	-10%	-21%	1.8%
18	CCOc1ccc(NC(=O)CSC2=Nc3ccccc3C3=NC(CCC(=O)NCc4ccccc4)C(=O)N23)cc1 (stereo not drawn)	1%	-9%	2%[57.1 µM]	23%[57.1 µM]	-2%	-16%	-7%	-34%	13%
19	CC(C)NC(=O)Nc1cccc2c1O[C@@H](CN(C)S(=O)(=O)c1ccc(F)cc1)[C@@H](C)CN([C@H](C)CO)C2=O	2%	-9%	10%[57.1 µM]	3%[57.1 µM]	-19%	101%[activator]	-4%	7%	.
20	O=C(Nc1ccc(Cl)cc1)N1CCSCC1	-8%	0%	-11%	-11%	-8%	387%[activator]	0%	-27%	-0.8%
21	Cc1ccc(NC(=O)Cc2nnc(SCC(=O)Nc3ccccc3)n2C)cc1	13%	1%	-5%[57.1 µM]	-27%[57.1 µM]	-6%	11%	0%	4%	1.5%
22	COc1cccc2cc(CC(=O)c3cc(C)ccc3C)c(=O)oc12	9%	0%	-3%	9%	-22%	3%	-5%	-15%	1.2%
23	COc1ccc(CNCCC(c2ccc(OC(C)C)cc2)C(C)C)cc1OC (stereo not drawn)	-14%	2%	3%	7%	-14%	-19%	-4%	-3%	0.8%
24	Cc1nc2sccc2c(=O)n1N	-15%	-4%	3%	19%	-20%	-8%	1%	5%	6.0%
25	COc1ccc(C)cc1NC(=O)C1CCN(C(=O)c2ccc(C(C)(C)C)cc2)CC1	0%	-6%	-8%	3%	-14%	-5%	4%	18%	1.6%
26	O=C1NC(=S)N/C1=C/C=C/c1ccccc1	0%	5%	-7%	-19%	-19%	-20%	-2%	-7%	-0.5%
27	CC(=O)Nc1nc2c(s1)CCc1ccccc1-2	4%	2%	0%	21%	-26%	3%	-4%	13%	-1.8%
28	CCN(CC)S(=O)(=O)c1ccc(N2CCOCC2)c(NC(=O)CC23CC4CC(CC(Br)(C4)C2)C3)c1	-7%	7%	0%	9%	-25%	2%	-1%	-31%	2.1%
29	COc1ccc(COC(=O)N/N=C/c2cccs2)cc1	-10%	11%	4%	35%	-8%	-1%	3%	40%	0.6%
30	S=C(NCC1CCCO1)Nc1ccc(Nc2ccccc2)cc1 (stereo not drawn)	5%	4%	-6%[57.1 µM]	-17%	-11%	?	-1%	-11%	-1.4%
31	COc1cc2cc(C(=O)O)n(C)c2c(OC)c1OC	-3%	-3%	78%[activator]	6%	-3%	-7%	3%	23%	-0.9%
32	C#CCNC(=O)C1=C[C@H](c2csc3ccccc23)[C@@H](CCCO)[C@H](OCC)O1	0%	-3%	-4%	14%	-9%	2%	-1%	-20%	-0.1%
33	CN(CCCC(=O)Nc1ccccc1F)S(=O)(=O)c1ccc(F)cc1	-8%	4%	3%	12%	-21%	15%	1%	4%	1.0%
34	CCCCCCSc1ccc(-c2nc3ccc(C)cn3c2NCc2ccccc2)cc1OC	-2%	0%	52%[activator]	-9%	-6%	?	1%	4%	17%
35	CCn1cc(C(=O)NCCOC)c(=O)c2cc(S(=O)(=O)N3CCOCC3)ccc21	0%	3%	-3%	2%	-18%	-22%	-2%	-23%	1.3%
36	CCOC(=O)CSc1nc2cc(S(=O)(=O)N3CCOCC3)ccc2n1CC	-4%	-3%	1%	26%[57.1 µM]	-17%	5%	-4%	-11%	1.9%
37	CC1(C)CC(=O)C(N=Nc2cccc([N+](=O)[O-])c2)=C(O)C1	2%	4%	-1%[57.1 µM]	10%[57.1 µM]	-9%	?	-5%	3%	3.6%
38	O=S(=O)(c1ccc(Br)cc1)N1CCN(c2nc(-c3ccccc3)nc3ccccc23)CC1	.	.	8%	22%	.	.	0%	-3%	.
39	CSC1=C(C#N)C(C)C2=C(CC(C)(C)CC2=O)N1 (stereo not drawn)	2%	5%	7%[57.1 µM]	11%[57.1 µM]	-10%	0%	0%	-21%	0.0%
40	COc1ccccc1C(=O)Nc1ccc(S(=O)(=O)Nc2cc(C)nc(C)n2)cc1	7%	3%	2%[57.1 µM]	14%[57.1 µM]	-20%	25%	0%	-9%	0.6%
41	COc1ccc(N2C(=O)CSC23C(=O)N(CC(=O)NC2CCCCC2)c2ccccc23)cc1 (stereo not drawn)	3%	-10%	0%	20%	?	-14%	2%	-25%	2.6%
42	CC1(C)SC(=Nc2ccccc2)N(S(=O)(=O)c2ccccc2)C1=O	8%	0%	1%	4%	-13%	-20%	1%	-7%	0.1%
43	COCc1cc(C)nc(N/N=C/c2ccc(Cl)c(Cl)c2)c1C#N	2%	-7%	1%	12%	-12%	-8%	-2%	-8%	4.5%

Compounds listed so far with a nitro group on carbon (2):
#	structure	Vif-A3F inh	mIDH1 inhibitor	TrxR1 substrate	TrxR1 inh	USP1-UAF1 inh	ALOX12 inh	Vif-APOBEC3G blk	RGS4 inhibitor	RXFP1 ag
1	Cc1ccc(NC(=O)C2C3CCCCC32)cc1[N+](=O)[O-] (stereo not drawn)	1%	1%	-6%	14%	-14%	3%	3%	12%	0.6%
37	CC1(C)CC(=O)C(N=Nc2cccc([N+](=O)[O-])c2)=C(O)C1	2%	4%	-1%[57.1 µM]	10%[57.1 µM]	-9%	?	-5%	3%	3.6%
